From PubChem BioAssay
RGS12 GoLoco inh: RGS12 GoLoco-Gai1 interaction inhibition; P63096; Gai1:RGS12 GoLoco peptide FP, rhodamine, 10 min; Potency, µM (top dose mostly 61.6 µM), inactives show top-dose activity, negative = inhibition, most hits filed as inhibitors; 0.44% of 230,000 active; AID 880; active = well fitted inhibition curve with a large enough effect, not every such curve was filed as active; inactive = no such curve, though single readings can be large or run the other way; also: % is scaled to controls: 0 for no effect and ±100 for the full control effect; nearly all actives have a fitted effect of over 30% in size; many of its hits are not listed in these tables
Target sequence (P63096 whole entry, looked up): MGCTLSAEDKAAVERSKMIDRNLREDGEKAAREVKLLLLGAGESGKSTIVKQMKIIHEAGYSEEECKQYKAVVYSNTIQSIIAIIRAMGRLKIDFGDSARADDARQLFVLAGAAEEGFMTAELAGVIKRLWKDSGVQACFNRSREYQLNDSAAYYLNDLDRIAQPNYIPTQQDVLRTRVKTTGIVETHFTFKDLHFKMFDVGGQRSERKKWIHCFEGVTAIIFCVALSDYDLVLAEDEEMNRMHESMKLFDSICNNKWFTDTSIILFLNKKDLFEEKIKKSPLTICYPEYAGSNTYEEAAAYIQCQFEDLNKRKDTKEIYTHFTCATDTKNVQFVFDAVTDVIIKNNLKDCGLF
GAA spleen mod: inhibits or activates alpha-glucosidase in human spleen homogenate; Potency, µM (doses to about 79.9 µM), for the others: at the highest dose activity change, negative = inhibition, hits mostly inhibitors; 0.006% of 240,000 active; human spleen homogenate, 4-MU-alpha-glucoside fluorescence; AID 2112;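 also: 0% = enzyme with vehicle and -100% = no enzyme basal signal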
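Human spleen homogenate (1 ug) with 4-methylumbelliferyl-alpha-D-glucopyranoside (1 mM final) in 50 mM citrate/phosphate pH 5.0, 0.01% Tween-20; 40 min at 37 C. Stopped at pH 10; 4-MU fluorescence Ex 365/Em 440 nm; AC50 by Hill fit.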
HTT aggregate: mutant huntingtin aggregation inhibition; PC12 HttQ103-GFP aggregates, Acumen cytometry, 40 h; Potency, µM (titrated, usually from 46.1 µM), for inactives: top-dose activity change, negative = inhibition, actives largely listed as inhibitors; 1.1% of 220,000 active; AID 1688; also: % is scaled to controls: 0 for no effect and ±100 for the full control effect; nearly all actives have a fitted effect of over 60% in size
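PC12 cells with ecdysone-inducible HTT exon1 Q103-GFP, induced by 100 nM tebufenozide, given compounds in a concentration series. GFP aggregates (1–25 um, 6 SD above background) counted in lysates by laser-scanning cytometry, 488 nm excitation.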
HTT ATP protect: Huntington cell model cytoprotection by ATP luminescence | PC12 HTT-Q103 induced, cytoprotection, ATP luminescence, 40 h | 0.14% of 230,000 active | AID 1471 | Potency, µM (doses to about 56.4 µM), for inactives: cytoprotection (ATP increase), most hits filed as activators;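 also: % of control where 0% means no effect; nearly all actives have a fitted effect of over 45% in size; toxic huntingtin expression switched on by the ecdysone agonist tebufenozide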
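Huntington model: PC12 line, ecdysone-inducible HTTQ103 exon1–GFP, tebufenozide 100 nM. Test articles in a dose series. Endpoint luminescence from cellular ATP.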
GAA glycogen mod: GAA glycogen-cleavage inhibition or activation; AID 2100; 0.38% of 300,000 active; P10253; recombinant GAA, glycogen substrate, Amplex Red glucose oxidase fluorescence; Potency, µM (top dose mostly 76.4 µM), for the others: at the top dose activity change, negative = inhibition, most hits filed as inhibitors;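 also: 0% = full enzyme reaction and -100% = no-enzyme basal signal; the screen sought inhibitors and activators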
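Recombinant human alpha-glucosidase (4 nM final) hydrolysed bovine liver glycogen (30 ug) for 40 min at 37 C in pH 5.0 citrate/phosphate with 0.01% Tween-20. Released glucose detected by glucose oxidase/Amplex Red, Ex 573/Em 610 nm. Compounds up to 77 uM; AC50 from Hill fits.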
IMPase Li inh: membrane-permeable IMPase blocker, potentiated with lithium | 0.35% of 210,000 active | Potency, µM (top dose mostly 59.4 µM), inactives show top-dose activity, negative = IMPase inhibition, usual class: inhibitors | CHO-M1 cells, IP1 TR-FRET (IP-One), carbachol + lithium | AID 1457;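 also: IP1 builds up when IMPase is blocked and the TR-FRET signal falls; plate controls were basal vehicle for no effect and high inhibitor control for full effect; nearly all actives have a fitted effect of over 50% in size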
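Test compounds were applied to CHO-M1 cells previously cultured for 16–30 h at 2000 per well. A small lithium amount accompanied them; after 30 min at 37C, IP1 was quantified by TR-FRET.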
GAA inh: alpha-glucosidase (human) inhibition. P10253. purified human GAA, 4-MU-alpha-glucoside fluorescence. Potency, µM (doses to about 76.9 µM), without a hit: at the top dose activity change, negative = inhibition, usual class: inhibitors. 0.005% of 200,000 active. AID 1466;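 also: plate controls were uninhibited enzyme wells for no effect and no-enzyme background for full effect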
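Read-out is 4-methylumbelliferone fluorescence (Ex 365/Em 440 nm) after NaOH/glycine stop at pH 10. Enzyme 4 nM, substrate 400 uM, pH 5.0 citrate buffer, 20 min room temperature; AC50 from Hill-equation concentration-response.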
The depositor's hits bear a star; ? = inconclusive; · = no result given; & = joins results of further samples; [ ] = another dose, or the depositor's remark. Unless noted, calls follow the shape of the dose curve; as a rule, active = well fitted curve in the direction sought with a large enough effect; inconclusive = small, poorly fitted or top-dose-only effect, or another doubt; inactive = no such curve, though single readings can be large; an effect the other way counts as inactive or inconclusive. Potency is read from the fitted curve at half-maximal effect.

SMILES | RGS12 GoLoco inh | GAA spleen mod | HTT aggregate | HTT ATP protect | GAA glycogen mod | IMPase Li inh | GAA inh
CC(=O)c1cccc(NS(=O)(=O)c2ccc(N/C=C\C(=O)c3ccc(F)cc3)cc2)c1 | 9% | -13% | 10µM* | -61%[inhibitor] | -1% | 13%[38.3 µM] | ?
Cc1cc(C)nc(N2CCCC(C(=O)NCCc3cccc(F)c3)C2)n1 (stereo not drawn) | 5% | -2% | -5% | -11%[10 µM] | 2% | 20%[38.3 µM] | -5%
CCCCNC(=S)NNC(=O)c1csc(CC)c1 | -8% | -2% | 9% | 22%[10 µM] | ? | -1% | 1%
C/C(=N\NS(=O)(=O)c1ccccc1)c1ccccc1 | -2% | 5% | 1%[9.22 µM] | -3%[10 µM] | -9% | 0% | 7%
COc1ccc(S(=O)(=O)NCCSC(C)(C)C)cc1Cl | -4% | -14% | -32% | 9% | 0% | 4%[38.3 µM] | -4%
Cc1ccc2c(c1)C=CC(C)N2C(=O)c1ccccc1 (stereo not drawn) | 1% | -11% | 11% | 10% | -5% | -4%[38.3 µM] | 0%
COC(=O)CSc1nc(-c2ccccc2)cc(-c2ccco2)c1C#N | 77%[activator] | 1% | 5% | -9% | -7% | ? | -3%
CCOC(=O)c1sc(NC(=O)/C=C/c2cnn(C)c2C)c(C(=O)OC(C)C)c1C | 6% | -6% | 6% | 0%[10 µM] | 5% | 0% | 5%
O=C(Nc1ccccc1N1CCCC1)c1ccc2c(c1)OCO2 | 11% | 1% | -1% | 15%[10 µM] | ? | 17% | 6%
O=c1c(Cc2c(F)cccc2Cl)c(O)ccn1CC1CCCO1 (stereo not drawn) | 13% | 6% | 17% | -8% | 2% | 13% | -1%
Cc1cccc(C(=O)OCc2cncs2)c1 | -1% | 3% | 1% | -6% | 22% | 13% | 7%
N/C(=N\OC(=O)c1ccc(Cl)cc1Cl)c1ccccn1 | 8% | 0% | 1%[9.22 µM] | -78%[inhibitor][10 µM] | 8% | 6% | 10%
O=C(N/N=C1\CCCc2ccccc21)c1cccc(Br)c1 | 0% | 12% | -23% | -54%[inhibitor] | 11% | 0% | ?
Cc1ccc(-c2ccc(/C=N/O)o2)cc1[N+](=O)[O-] | 4% | 8% | -10% | -2% | 1% | 0% | -6%
COc1ccccc1Nc1ccc(S(=O)(=O)N2CCCCC2)cc1[N+](=O)[O-] | -7% | -5% | -14% | 18%[1.9 µM] | 6% | 13% | -4%
C=CCOC(=O)C1=C[C@H](c2ccc(Br)cc2)[C@@H](CCCO)[C@H](OCC)O1 | -2% | 2% | 2%[9.22 µM] | 24%[10 µM] | 1% | -6% | ·
Cc1nn(C(=O)c2cccs2)c(C)c1CN1C(=O)c2ccccc2C1=O | -1% | 0% | 16%[9.22 µM] | -5%[0.074 µM] | -7% | -2%[38.3 µM] | 1%
Cc1ccsc1C1CC(=O)OC2=C1C(=O)CC(C)(C)C2 (stereo not drawn) | 2% | · | -9% | -18% | -9% | ? | 3%
CC(=N\O)/C(CN(C)C)=N/O | -9% | -1% | 18% | -1% | -7% | -16%[38.3 µM] | 8%
Cc1ccc(S(=O)(=O)N2CCN(CC(=O)N/N=C/c3ccc(Br)s3)CC2)cc1 | 0% | -5% | 23% | 15%[10 µM] | -14% | 7% | ?
Cc1ccc(S(=O)(=O)Cc2ccc(C(=O)NCCCN3CCN(C)CC3)o2)cc1 | 3% | -5% | 8% | 13%[10 µM] | 1% | 4%[38.3 µM] | 3%
Brc1cccc(Cn2c(-c3cncs3)nc3ccccc32)c1 | -2% | -9% | ? | 0%[10 µM] | -6% | 17% | 2%
COCCN(C(=O)CSc1nnc(-c2cccc(C)c2)n1C)c1c(N)n(Cc2ccccc2)c(=O)[nH]c1=O | 0% | -14% | 3% | -11% | 4% | -12% | 6%
NC[C@@H]1O[C@H](C23CC4CC(CC(C4)C2)C3)Cc2c1ccc(O)c2O | -6%&3%&0%&18% | -8%&6%&-3%&1% | 6%[9.22 µM] | -18% | ? | 3%&-12%&40% | ·
COc1ccccc1NC(=O)Cn1cnc2sc(C(=O)NCc3ccco3)c(C)c2c1=O | -2% | 1% | 32% | -6% | 2% | 4%[38.3 µM] | -3%
OCCCc1nc2ccccc2n1CCc1ccccc1 | 5% | -3% | -3% | 15%[10 µM] | 1% | -3% | -6%
COc1cc(C=C2C(=O)c3ccccc3C2=O)ccc1O | 56%[activator] | 3% | -15%[9.22 µM] | -2%[10 µM] | -2% | · | -5%[15.4 µM]
CC(C)c1nnc(NC(=O)CCS(=O)(=O)c2nc(-c3cccs3)cc(C(F)(F)F)n2)s1 | -12% | -9% | ? | -4%[10 µM] | -4% | -2%[38.3 µM] | -6%
C/C(CC(=O)Nc1ccc(C)c(Cl)c1)=N\NC(=O)Cc1cnc(N)s1 | 9% | -4% | 4%[9.22 µM] | -5%[10 µM] | -16% | 6% | 8%
CC(C)CC(COCc1cccc(C(F)(F)F)c1)N1CCN(C(=O)c2cccc(C(F)(F)F)c2)CCC1=O (stereo not drawn) | 8% | -11% | -6% | · | -8% | 12% | -11%
COc1ccc(COc2cc(-c3cccc(OC)c3)nc3ccc(N)cc23)cc1 | 7%[88.7 µM] | 2%[119 µM] | -17% | -320%[inhibitor] | -4% | -1%&-8% | ?
O=C(NCc1ccco1)c1cnc2sccn2c1=O | 2% | -5% | 8% | 34%[10 µM] | -8% | 29%[38.3 µM] | 6%
CCOC(=O)C(C)n1nc(/C=C/c2ccccc2)ccc1=O (stereo not drawn) | 0% | -4% | -3% | -2% | -4% | -4%[38.3 µM] | 9%
O=C(Nc1nc2ccccc2n1CCN1CCOCC1)c1ccc(Cl)cc1 | 4% | -4% | -13%[9.22 µM] | -10%[10 µM] | 6% | · | ·
COc1ccc(S(=O)(=O)N2CC3CCCN3c3ccc(C(F)(F)F)cc32)cc1 (stereo not drawn) | 4% | -14% | -5% | 8% | -8% | 4%[38.3 µM] | -6%
CC(C)CNC(=O)c1cccc(NC(=O)C(C)C)c1 | 4% | 2% | -10% | -30% | -4% | 0% | 3%
O=C(COC(=O)c1ccco1)NCC1CCCO1 (stereo not drawn) | -11% | -6% | 21% | -9%[10 µM] | 3% | 5%[38.3 µM] | -7%[15.4 µM]
Cc1nc(NC(=O)c2ccc(F)cc2)sc1C(=O)Nc1ccc2c(c1)CCC2 | 4% | -7% | -4% | -19% | 9% | 22µM* | 1%
O=C(c1cccc(C(F)(F)F)c1)N1CCOC12CCN(c1ncc(C(F)(F)F)cc1Cl)CC2 | 5% | -1% | ? | -12% | -10% | 10%[38.3 µM] | -2%
COc1cccc(C2CC(=O)Nc3cc4c(cc32)OCCO4)c1OC(C)C (stereo not drawn) | -8% | 3% | -3% | -3% | 7% | 20%[38.3 µM] | ?
Cc1cccc(OCC(=O)Nc2ccccc2N2CCCCC2)c1 | 9% | 3% | 6% | 9% | -4% | 43%[activator][38.3 µM] | -11%
O=S(=O)(Nc1ccc(N2CCCCC2)cc1)c1cccc2cccnc12 | 1% | 0% | 4% | 7%[10 µM] | -19% | 1%[38.3 µM] | 5%
COc1ccccc1Nc1nc(N)nc(-c2oc3ccccc3c2C)n1 | -8% | 6% | 8% | -9% | 11% | ? | 8%
COc1ccc(OC)c(NC(=O)NC2(C(F)(F)F)Oc3ccccc3O2)c1 | -11% | 2% | -27% | -30% | 35µM* | 15%[38.3 µM] | 0%
CCOC(=O)N1CCC(N(CCOC)C(=O)Nc2ccc(Cl)c(Cl)c2)CC1 | 7% | -14% | -9% | -16% | -10% | 33%[38.3 µM] | -11%
Cc1cc(/C=C2\NC(=O)NC2=O)c(C)n1-c1ccc(N2CCOCC2)cc1 | -1% | -10% | 2%[9.22 µM] | 3%[10 µM] | 9% | · | -11%[15.4 µM]
Cc1ccc(-c2nnc(SCC(=O)N/N=C/c3cccs3)n2-c2ccc(C)cc2)cc1 | -6% | -4% | ? | 7%[10 µM] | 16% | 20% | 2%
Cc1noc(C)c1C(c1ccccc1)S(=O)(=O)c1ccccc1 (stereo not drawn) | 8% | 6% | -8% | 7%[10 µM] | -1% | 23% | -4%
Cc1ccc(NC(NC(=O)OCCn2c([N+](=O)[O-])cnc2C)C(Cl)(Cl)Cl)cc1 (stereo not drawn) | -5% | -7% | 22% | -10%[10 µM] | 11% | 7% | -2%
Cc1ccccc1C(=O)NNC(=O)CN1C(=O)c2ccccc2C1=O | 0% | -1% | -5% | -6%[10 µM] | -1% | 11% | 9%

(further entries)
SMILES | RGS12 GoLoco inh | GAA spleen mod | HTT aggregate | HTT ATP protect | GAA glycogen mod | IMPase Li inh | GAA inh
N#Cc1c2n(c3c(=O)n(Cc4ccc(Cl)cc4)cnc13)CCCC2 | 12% | -8% | -6%[9.22 µM] | 8% | 11% | 3%[38.3 µM] | -4%
CCOc1cc(NC(=S)NCC2CCCO2)c(OCC)cc1NC(=O)c1cccc(F)c1 (stereo not drawn) | 16% | 1% | · | · | -16% | -4% | ?
Cc1cc(C)n(CC(=O)N2CCCC(C(=O)c3cccc(OC(C)C)c3)C2)n1 (stereo not drawn) | 9% | 0% | -11%[9.22 µM] | -5%[10 µM] | 12% | 11% | ?
O=[N+]([O-])c1ccc(N2CCN(c3ccccc3F)CC2)c(S(=O)(=O)N2CCOCC2)c1 | · | -5% | 12% | 14%[10 µM] | 7% | · | -11%
CCOC(=O)C1CCCN(C(=O)CCNS(=O)(=O)c2ccc3c(c2)CCC(=O)N3)C1 (stereo not drawn) | · | 1% | -14% | 8% | 2% | · | 3%
OC(CNCCc1ccc(C(F)(F)F)cc1)COc1cccc2ccccc12 (stereo not drawn) | 14% | 0% | ? | 9%[10 µM] | -3% | 17% | ?
COc1cccc(/C=N/NC(=O)CN2CC(c3ccccc3)CC2=O)c1O (stereo not drawn) | 2% | -1% | 3.5µM* | · | -11% | -5% | 2%

In another format: three of the compounds above.
Each structure is followed by: RGS12 GoLoco inh, GAA spleen mod, HTT aggregate, HTT ATP protect, GAA glycogen mod, IMPase Li inh, GAA inh
- CCOc1cc(NC(=S)NCC2CCCO2)c(OCC)cc1NC(=O)c1cccc(F)c1 (stereo not drawn)
 : 16%, 1%, ·, ·, -16%, -4%, ?
- Cc1cc(C)n(CC(=O)N2CCCC(C(=O)c3cccc(OC(C)C)c3)C2)n1 (stereo not drawn)
 : 9%, 0%, -11%[9.22 µM], -5%[10 µM], 12%, 11%, ?
- O=[N+]([O-])c1ccc(N2CCN(c3ccccc3F)CC2)c(S(=O)(=O)N2CCOCC2)c1
 : ·, -5%, 12%, 14%[10 µM], 7%, ·, -11%

A portion of the library; count on the stated rates, not on these rows.
